Screening data: PubChem, The Scripps Research Institute Molecular Screening Center
GalR3 antagonist: antagonists of human GalR3. inhibition, % at 3 µM. HEK293 GalR3-CNG cAMP membrane potential fluorescence; galR3 body fused to GalR1 C-terminus. 360,000 compounds, 0.44% hits. O60755. AID 651719;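 active = inhibition above the screen-wide average plus 3 SD, cut at about 13% in these data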;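 also: forskolin and galanin both at EC90 stimulate the cells; cAMP rise reported by CNG channel membrane potential dye signal; 0% = forskolin plus galanin with DMSO and 100% = forskolin alone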
OXTR agonist: human OXTR agonism. P30559. CHO-OTR cells, Fluo-8 calcium fluorescence; normalized: DMSO 0%, oxytocin 100%. activation, % at 3 µM. 320,000 compounds, 0.32% hits. AID 2435;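 active = activation above the mean of all tested compounds plus 3 SD, cutoff set per screening run, cut at about 20% in these data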;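 also: peak over basal fluorescence ratio from a 100 s FLIPR kinetic read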
Target sequence (P30559 whole entry, looked up): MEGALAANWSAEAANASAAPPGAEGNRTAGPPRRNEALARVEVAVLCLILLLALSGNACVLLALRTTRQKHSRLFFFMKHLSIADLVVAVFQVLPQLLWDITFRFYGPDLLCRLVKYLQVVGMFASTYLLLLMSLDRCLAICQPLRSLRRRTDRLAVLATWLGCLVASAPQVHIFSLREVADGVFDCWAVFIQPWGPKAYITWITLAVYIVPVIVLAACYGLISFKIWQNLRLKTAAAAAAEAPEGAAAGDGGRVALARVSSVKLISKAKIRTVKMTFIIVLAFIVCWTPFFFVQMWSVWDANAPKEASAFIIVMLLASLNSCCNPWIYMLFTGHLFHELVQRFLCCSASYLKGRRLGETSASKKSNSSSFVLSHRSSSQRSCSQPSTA
V1R ag counter: activates human V1a receptor in oxytocin agonist counter-screen; P37288; CHO-V1R cells, Fluo-8 calcium fluorescence, agonist mode; 0% DMSO, 100% 3 nM vasopressin; activation, % at 3 µM; 320,000 compounds, 0.25% hits; AID 2797;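 active = activation above the mean activation of all tested compounds plus 3 SD, per screening run, cut at about 20% in these data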;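 also: signal is peak over basal fluorescence ratio across a 100 second FLIPR read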
Target sequence (P37288 whole entry, looked up): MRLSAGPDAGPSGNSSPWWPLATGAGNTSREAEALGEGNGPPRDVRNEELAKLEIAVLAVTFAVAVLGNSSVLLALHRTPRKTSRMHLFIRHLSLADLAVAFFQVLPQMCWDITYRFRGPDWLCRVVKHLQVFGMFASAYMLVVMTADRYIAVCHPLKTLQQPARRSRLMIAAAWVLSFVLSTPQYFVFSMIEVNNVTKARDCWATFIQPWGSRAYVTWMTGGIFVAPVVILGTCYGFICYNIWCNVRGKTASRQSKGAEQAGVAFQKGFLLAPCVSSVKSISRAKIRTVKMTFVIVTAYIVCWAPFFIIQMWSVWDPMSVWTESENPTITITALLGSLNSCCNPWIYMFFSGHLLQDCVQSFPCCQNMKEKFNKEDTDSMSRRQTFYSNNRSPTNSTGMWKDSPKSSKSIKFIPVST
Active calls of the source: *. Some of the compounds tested, so the mix of outcomes need not match the whole.

SMILES	GalR3 antagonist	OXTR agonist	V1R ag counter
Cc1ccc2c(CC(=O)NCC3(N4CCOCC4)CCCCC3)coc2c1C	-3	-1.7	-0.6
Cc1ccc(S(=O)(=O)N2CCN(Cc3cccc(F)c3)CC2)cc1	-6	-2.8	0.2
CCOc1ccc(NC(=O)C2CC(=O)N(c3ccc4c(c3)OCCO4)C2)cc1OCC (centres undefined)	-2	-2.0	-0.6
CCc1ccc2c(CN3CCN(S(=O)(=O)c4ccccc4F)CC3)cc(=O)oc2c1	-5	1.8	1.1
COc1ccc(C#Cc2c(C=O)n(C)c3ccccc23)cc1	-4	0.2	-0.1
Cc1cccc(NC(=O)c2nc[nH]c2C(=O)NCc2ccccc2)c1	-4	-0.2	0.5
COCCn1c(SCC(=O)NNC(=O)c2cc(Cl)ccc2OC)nnc1-c1ccncc1	2	1.3	-0.9
O=C(NCCCN1CCCC1=O)C1CCN(S(=O)(=O)c2cc(C(F)(F)F)ccc2Cl)CC1	5	-0.4	-0.2
Cn1c(N)c(C(=O)COC(=O)c2cc(S(=O)(=O)N3CCOCC3)ccc2F)c(=O)n(C)c1=O	3	0.7	0.8
CCOc1ccccc1N1CCN(C(=O)c2cc(S(=O)(=O)N(C)C)ccc2N2CCCC2)CC1	-3	-1.7	2.6
O=C(COC(=O)C1CC1)Nc1ccc([N+](=O)[O-])cc1C(F)(F)F	-3	-0.3	0.4
O=C(NCc1ccco1)c1cc(S(=O)(=O)NC2CC2)ccc1Br	-3	1.1	1.7
COc1ccc(-c2c(-c3cc(OC)cc(OC)c3)n(C)c3ccc(-c4ccn[nH]4)cc23)cc1	-5	0.4	0.5
Cc1cccc(CN2C(=O)[C@H]3Cc4c([nH]c5ccccc45)C(C)(C)N3C2=O)c1	-4	1.1	0.3
Cc1c(Cl)cccc1NC(=O)COC(=O)Cn1cnc2c1c(=O)n(C)c(=O)n2C	-7	1.3	0.3
COc1ccc([C@@H]2CC=C(C(=O)O)[C@H](c3ccc(C)cc3)N2S(=O)(=O)c2ccccc2C)cc1	-7	0.7	0.5
Nn1c(SCC(=O)NCC2CCCO2)nnc1-c1ccc(OC(F)F)cc1 (centres undefined)	-4	0.1	0.2
CCCc1cc(=O)[nH]c(SCC(=O)NCC2COc3ccccc3O2)n1 (centres undefined)	-2	0.0	0.4
Cc1onc(-c2ccccc2Cl)c1C(=O)OCC(=O)N1CCCCC1	-6	-0.6	-0.1
O=C(CN1CCN(C(=O)CN2C(=O)NC3(CCCC3)C2=O)CC1)Nc1cccc(F)c1	-4	0.4	0.3
O=C1CCc2cc(NS(=O)(=O)c3ccc(Cl)cc3)cc3c2N1CC3	-2	2.9	2.9
CC1CCCC(NC(=O)COC(=O)[C@@H](NC(=O)c2ccccc2Cl)C(C)C)C1C (some centres undefined)	-4	-0.6	0.0
Cc1ccc(Nc2ccncc2S(N)(=O)=O)cc1	-5	0.0	0.0
O=C(C[C@H]1C/C=C\CC[C@@H](Cc2ccc(F)cc2)C(=O)OC[C@H]2CCCN2C1=O)N[C@@H](CO)Cc1ccccc1	-5	3.5	6.3

Filtered by structure: the compounds so far with a furan ring, fused or not.
SMILES	GalR3 antagonist	OXTR agonist	V1R ag counter
Cc1ccc2c(CC(=O)NCC3(N4CCOCC4)CCCCC3)coc2c1C	-3	-1.7	-0.6
O=C(NCc1ccco1)c1cc(S(=O)(=O)NC2CC2)ccc1Br	-3	1.1	1.7

(list continues)
SMILES	GalR3 antagonist	OXTR agonist	V1R ag counter
CCOc1cc(C(=O)N(CC)CC(=O)Nc2c(F)cccc2F)ccc1OCC(=O)N1CCCCC1	-5	0.6	0.0
c1csc(CNc2ncnc3ccc(-c4ccoc4)cc23)c1	5	0.4	0.1
OCCOCCn1c(C(CO)Nc2nc(-c3ccc(F)cc3)cs2)nc2ccccc21 (centres undefined)	-7	0.5	2.1
CC(NC(=O)COC(=O)c1ccc(OCC2CCCO2)cc1)c1ccccc1Cl (centres undefined)	-6	7.3	7.2
CCCCCCSc1ccc([C@@H]2[C@@H]3C(=O)N(C)C(=O)[C@@H]3[C@]3(C(=O)OC)CCCCN23)cc1	-9	2.4	1.7
Cc1noc(NS(=O)(=O)c2ccc(NC(=O)c3ccccc3NS(=O)(=O)c3ccc(F)cc3)cc2)c1C	-4	0.5	0.3
Cc1ccc(NC(=O)CN(C)C(=O)CCSc2ccc(F)cc2)cc1	-10	2.8	2.4
CNC(=O)c1ccc(NC(=O)c2cc(S(=O)(=O)N3CCOCC3)ccc2N2CCCC2)cc1	-6	-0.8	0.1
O=C1NC(c2ccccc2)=CC(c2ccccc2O)N1 (centres undefined)	3	2.8	0.9
O=C(CSc1nccc(=O)[nH]1)Nc1ccc2ccccc2c1	-2	2.7	1.4
CC(=O)Nc1ccc(S(=O)(=O)N(C)CC(=O)Nc2ccc(F)c(F)c2F)cc1	-4	2.5	2.2
Cc1ccc(S(=O)(=O)CCC(=O)Nc2nc(-c3ccccn3)cs2)cc1	-6	0.8	3.6
CCCNc1nc(C)cc(-c2cc(C(=O)Nc3ccccc3)on2)n1	-6	-1.9	-0.8
O=C(C1CCN(S(=O)(=O)c2ccccc2)CC1)N1CCN(c2ccccc2F)CC1	-3	-0.1	1.6
O=C(Cc1cccs1)Nc1cc(S(=O)(=O)N2CCCCC2)ccc1Cl	-6	0.5	0.6
O=C(OCc1nnc(-c2ccccc2)o1)C1CC(=O)N(CCc2ccccc2)C1 (centres undefined)	-9	0.0	0.9
COc1ccc(CNC(=O)COC(=O)c2ccc3ncsc3c2)cc1OC	-5	3.0	3.0
COc1ccc(NC(=O)C2CCC2)cc1S(=O)(=O)Nc1cc(C)ccc1Br	-7	6.5	7.5
CN(C(=O)COC(=O)Cc1ccccc1[N+](=O)[O-])C1CCS(=O)(=O)C1 (centres undefined)	-3	1.6	1.3
O=C1C=C(c2cccc(CO)c2)C[C@@H](c2ccc3c(c2)OCO3)C1	0	2.6	0.5
COc1ccc(CN2C(=O)c3ccccc3C2=O)cc1C(=O)N(C)CC(=O)Nc1ccc(F)cc1	-3	0.1	1.8
O=C(CSc1nnc(-c2cccs2)n1C1CC1)NC1CCS(=O)(=O)C1 (centres undefined)	-6	0.1	0.5
Cc1cccc(N2CC(C(=O)NCc3ccco3)CC2=O)c1C (centres undefined)	-1	0.9	0.7
O=C(OCc1nc2ccsc2c(=O)[nH]1)c1cccc(S(=O)(=O)N2CCOCC2)c1	-1	0.0	0.8

Profiles from above:
Shown for O=C(COC(=O)C1CC1)Nc1ccc([N+](=O)[O-])cc1C(F)(F)F → GalR3 antagonist: -3; OXTR agonist: -0.3; V1R ag counter: 0.4
Shown for c1csc(CNc2ncnc3ccc(-c4ccoc4)cc23)c1 → GalR3 antagonist: 5; OXTR agonist: 0.4; V1R ag counter: 0.1
Shown for Cc1cccc(N2CC(C(=O)NCc3ccco3)CC2=O)c1C (centres undefined) → GalR3 antagonist: -1; OXTR agonist: 0.9; V1R ag counter: 0.7

Carrying on.
SMILES	GalR3 antagonist	OXTR agonist	V1R ag counter
COc1cccc(NC(=O)COc2cccnc2[N+](=O)[O-])c1	-6	2.4	1.3
COc1cc(OC)c(C(=O)Nc2ccc(S(=O)(=O)N3CCCCC3)cc2)cc1OC	-5	-1.2	-0.4
CC(C)N(CC(N)=O)c1ccc(S(=O)(=O)N2CCCC2)cn1	4	0.6	-0.2
CC1(c2nnc(-c3cccc(Cl)c3)o2)CC(c2ccc(Cl)cc2)=NO1 (centres undefined)	-8	-1.2	1.0
COc1ccc(NC(=O)CNC(=O)Cc2cccc3ccccc23)cc1	-6	0.5	6.4
CCn1nnnc1SCC(=O)N1c2ccccc2NC(=O)CC1C (centres undefined)	-5	0.8	0.2
COc1cccc(OC)c1C(=O)Nc1ccncc1	1	-0.8	0.7
Cc1c(NS(=O)(=O)c2cc(C(=O)NCC3CCCO3)cc(Cl)c2Cl)c(=O)n(-c2ccccc2)n1C (centres undefined)	-3	0.3	0.5
CCCCn1c(N)c(N(CCC(C)C)C(=O)c2ccc(N3CCCC3=O)cc2)c(=O)[nH]c1=O	-3	-0.5	-0.6
Cc1ccc(S(=O)(=O)N2CCCCC2)cc1NC(=O)CSc1nnc(C2CC2)n1N	1	1.6	1.6
Cc1ccc(-c2csc(NCCc3nc4cc(Cl)c(Cl)cc4n3CCCO)n2)cc1	-5	-1.3	-1.1
COC(=O)c1ccc(NC(=O)c2cc(-c3ccncc3)nc3ccccc23)cc1	-8	0.8	0.9
COc1ccc(CNC(=O)CN(c2ccccc2OC)S(=O)(=O)c2cccs2)cc1	-7	3.9	2.6
Cc1ccc(NC(=O)c2cnccn2)cc1S(=O)(=O)N1CCCCCC1	-3	-0.4	0.2
Cc1occc1-c1nnc(SCC(=O)c2c(N)n(C3CC3)c(=O)[nH]c2=O)n1C	-2	0.8	0.2
Cc1cc(C)n2nc(C(=O)OCC(=O)NCc3ccc(F)cc3)nc2n1	-4	-0.6	-0.9
COc1ccccc1C(CNC(=O)C(C)(C)Oc1ccc(Cl)cc1)N1CCCC1 (centres undefined)	-2	0.8	-0.6
CC(C)(C)N(Cc1ccccc1)C(=O)COC(=O)CSc1ccc([N+](=O)[O-])cc1	-8	-0.4	2.4
O=C(CCCOC(=O)c1cccnc1Cl)c1ccc(Br)cc1	-4	0.3	1.1
O=C(COC(=O)CCC(=O)c1ccccc1)NCCc1ccccc1	-1	-0.9	-0.1
CS(=O)(=O)c1ccc(Cl)c(NC(=O)CCN2C(=O)C3CC=CCC3C2=O)c1 (centres undefined)	-3	1.7	-0.3
COc1ccc(NC(=O)CN(C)C(=O)Cc2ccc3c(c2)OCCO3)cc1	-2	-0.8	-1.4
O=C(NCC(c1ccco1)N1CCN(c2ccccc2F)CC1)C(=O)NC1CCCC1 (centres undefined)	0	0.1	0.4
O=C(COC(=O)c1cccc(Br)c1)Nc1ccc2[nH]c(=O)[nH]c2c1	32*	5.1	5.2
CCN(CC)S(=O)(=O)c1cc(NC(=O)c2cccc(N3C(=O)CCC3=O)c2)ccc1Cl	-4	12	0.7
C#CCOCCOCCOCCNc1nc(N2CCOCC2)nc(N2CCN(C(=O)[C@H](CCCN=C(N)N)n3cc(C(N)[C@@H](C)CC)nn3)CC2)n1 (some centres undefined)	-2	1.2	1.2
Nc1ncc([N+](=O)[O-])cc1S(=O)(=O)c1ccccc1	-2	0.6	0.2
CC(C)c1ccc(S(=O)(=O)N2CCC(C(=O)N3CCC3)CC2)cc1	-3	1.2	1.1
Cc1noc(C)c1NC(=O)Nc1cccc2c1O[C@H](CN(C)C(=O)NC1CCCCC1)[C@@H](C)CN([C@H](C)CO)C2=O	-5	2.7	2.0
CN(Cc1ccccc1)C(=O)COc1ccc2ccccc2c1	-4	-1.9	-3.0
COc1cc(F)c(C2=CC(=O)C[C@H](c3ccc(Cl)cc3)C2)cc1F	-7	-0.4	0.8
O=C(Nc1ccc(F)cc1)C1CCN(C(=O)c2ccc(F)cc2)CC1	-4	0.5	0.8
Cc1cc(C)cc(NC(=O)COC(=O)Cn2cnc3c2c(=O)n(C)c(=O)n3C)c1	-2	-0.7	5.0
CCN(CC(=O)NCc1cccs1)CC(=O)Nc1ccc(C(N)=O)cc1	-9	0.6	13
COC(=O)c1ccccc1NC(=O)c1cc[n+](C)cc1	-3	0.1	0.0
CCN1C(=NCC2CC2)N[C@@H](c2ccccc2)C(C(=O)OC)=C1C	-5	1.1	-0.3
COc1cc([C@@H]2CC=C(C(=O)O)[C@H](c3ccccc3F)N2S(=O)(=O)c2ccc(C)cc2)cc(OC)c1OC	-6	-0.1	-0.5
Cc1ccc(NC(=O)CN(C)C(=O)CSc2ccc3c(c2)OCCO3)cc1	-3	-0.7	1.5
O=C(CNC(=O)c1sc2ccccc2c1Cl)NCc1cccc(C(F)(F)F)c1	-5	-1.3	0.3
CN(CC(=O)Nc1ccc(Cl)cc1)C(=O)c1ccc(N2CCCC2=O)cc1	-4	1.7	2.2
Cn1nc(C(=O)OCC(=O)c2ccc(Cl)cc2)c2ccccc2c1=O	-7	0.0	1.6
CCN(C[C@H]1N[C@@](CC)(C(=O)OC)[C@H]2C(=O)N(Cc3ccccc3)C(=O)[C@@H]12)C(=O)c1ccccc1	-4	-0.7	0.5
CCCCN(C(=O)CCNC(=O)NC12CC3CC(CC(C3)C1)C2)c1c(N)n(CCCC)c(=O)[nH]c1=O	-3	-1.6	-1.1
CCCCn1c(N)c(N(CCC(C)C)C(=O)C2=NN(c3ccccc3)C(=O)CC2)c(=O)[nH]c1=O	-1	-0.1	0.7
Cc1ccc(N2C3=C(C(=O)CC(C)(C)C3)C(c3cn(C)nc3C)C3=C2CC(C)(C)CC3=O)cc1	-7	1.0	3.7
CCOC(=O)c1c(C)[nH]c(C)c1C(=O)COC(=O)c1ccc([N+](=O)[O-])s1	-5	-1.1	3.4
N#CCC(=O)Nc1ccc(C(=O)NNC(=S)NC2CCCCC2)cc1	-6	2.8	0.6
Cc1ccc(S(=O)(=O)Nc2ccc3cn[nH]c3c2)c(C)c1	-6	6.4	7.0
CCOc1ccc(CCNC(=O)c2ccc(S(=O)(=O)N3CCCC3)cc2)cc1OCC	-4	-2.6	-1.5
